FLuc modulator – qHTS profiling assay for firefly luciferase inhibitor/activator using purifed enzyme and Km concentrations of substrates (counterscreen for miR-21 project). purified FLuc, Km substrates, luminescence inhibition. Potency, µM (series often up to 57.5 µM), without a hit: at the highest dose activity change, negative = inhibition, actives largely listed as inhibitors. 360,000 compounds, 6.9% hits; active = well fitted inhibition curve with a large enough effect; inconclusive = small, poorly fitted or top-dose-only effect;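 note: plate controls were vehicle for no effect and reference inhibitor for full effect; nearly all actives have a fitted effect of over 55% in size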
Target sequence (P08659 whole entry, looked up): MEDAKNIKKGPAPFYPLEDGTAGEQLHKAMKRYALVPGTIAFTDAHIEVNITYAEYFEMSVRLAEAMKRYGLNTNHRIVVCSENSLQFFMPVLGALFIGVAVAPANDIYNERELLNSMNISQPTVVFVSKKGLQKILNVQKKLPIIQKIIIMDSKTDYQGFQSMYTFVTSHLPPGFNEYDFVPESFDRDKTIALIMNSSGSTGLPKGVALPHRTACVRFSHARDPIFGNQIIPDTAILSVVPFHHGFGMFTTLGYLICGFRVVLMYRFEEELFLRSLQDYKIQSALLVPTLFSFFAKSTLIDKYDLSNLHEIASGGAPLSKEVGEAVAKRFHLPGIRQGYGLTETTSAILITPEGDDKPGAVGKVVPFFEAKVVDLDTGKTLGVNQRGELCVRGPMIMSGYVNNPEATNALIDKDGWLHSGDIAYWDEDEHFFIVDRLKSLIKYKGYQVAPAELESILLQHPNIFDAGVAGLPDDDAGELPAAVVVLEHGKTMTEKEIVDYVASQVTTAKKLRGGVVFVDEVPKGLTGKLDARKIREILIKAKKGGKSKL
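Purified P. pyralis luciferase (10nM final) with 10uM D-luciferin and 10uM ATP (Km levels) in 50mM Tris acetate pH 7.5, 10mM Mg acetate, 0.01% Tween-20, 0.05% BSA; qHTS 6-point titration, ~60 µM downward; luminescence read.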
* = called active by the depositor; ? = inconclusive. Potency is the fitted concentration of half-maximal effect.

entry	structure	FLuc modulator
1	CCOC(=O)c1c(-c2ccccc2)oc2ccc(N(C(C)=O)S(=O)(=O)c3ccc(C)cc3)cc12	0%
2	COC(=O)c1c(-c2ccc(Cl)cc2)noc1N1CCN(c2cc(C)ccc2C)CC1	-5%
3	Cc1ccc(C2c3[nH]c4ccccc4c3CCN2C(=O)CSc2ccccc2)cc1 (centres undefined)	1%
4	COc1ccc(NC(=O)CSc2nnc(-c3nonc3NC(C)=O)n2C)cc1Cl	-6%
5	COC(=O)c1ccc2c(=O)n(CCc3ccc(S(N)(=O)=O)cc3)c(SCC(=O)C(C)(C)C)nc2c1	-3%
6	CC(C)c1nc2ccc(C(=O)NCCCN3CCN(c4ccccc4F)CC3)cc2o1	5%
7	CCN(C(=O)C1CCN(c2ncnc3c2nc2n3CCCCC2)CC1)c1cccc(Cl)c1	3%
8	COc1ccc(C(C)=O)cc1CSc1nc(NCc2ccccc2)c2ccccc2n1	7%
9	COc1ccc(-n2cc(-c3ccccc3)c3c(NC4CCCCC4)ncnc32)cc1	-5%
10	CCC(C)NC(=O)c1c(C)oc2nc(C)nc(N3CCOCC3)c12 (centres undefined)	-3%
11	Cc1cc(C)c(S(=O)(=O)NCC2CCC(C(=O)NCCc3ccccc3)CC2)c(C)c1 (centres undefined)	-7%
12	COC(=O)c1cc(OC)c(OC)cc1NC(=O)c1ccc2c(c1)CCN2S(=O)(=O)c1ccccc1	-1%

Two compounds picked at random from the list so far:
entry	structure	FLuc modulator
12	COC(=O)c1cc(OC)c(OC)cc1NC(=O)c1ccc2c(c1)CCN2S(=O)(=O)c1ccccc1	-1%
10	CCC(C)NC(=O)c1c(C)oc2nc(C)nc(N3CCOCC3)c12 (centres undefined)	-3%

Later entries.
entry	structure	FLuc modulator
13	O=C(c1cccc(Br)c1)N1CCN(Cc2cc(=O)n3nc(-c4ccccc4)sc3n2)CC1	-3%
14	Cc1ccc2cccc(NC(=O)c3ccc(-c4cccc(Cl)c4)o3)c2n1	-5%
15	CC(C)(C)OC(=O)N1CCC(c2c(C(=O)NCCN3CCOCC3)cnn2-c2cccc(Cl)c2)CC1	-2%
16	O=C(NCCc1ccccc1)C1CCN(Cc2cc3ccccc3n2Cc2ccccc2)CC1	1%
17	Cc1nn(Cc2ccccc2)c(C)c1NC(=O)c1cc(C(C)C)on1	-2%
18	CC1=C(c2ccc(C(C)C)cc2)S(=O)(=O)NC1=NCCCN1CCN(c2ccccc2F)CC1	2%
19	Cc1ccc(-n2ncc3c(NC4CCCCCC4)ncnc32)cc1	0.95µM*
20	COc1ccc(Br)cc1CNC(=O)CCc1cn(Cc2ccc(C)cc2)c2ccccc12	-1%
21	Cc1ccc(CNC(=O)C2CCC(CNS(=O)(=O)c3ccc(C)cc3)CC2)cc1 (centres undefined)	4%
22	Cc1ccc(N(C)C(=O)C2CCN(S(=O)(=O)c3c(C)noc3/C=C/c3c(C)cc(C)cc3C)CC2)cc1	-4%
23	CC1CCc2c(sc(NC(=O)COc3ccccc3C(C)(C)C)c2C#N)C1 (centres undefined)	-3%
24	Cc1c(-c2ccccc2)c(=O)oc2ccc(OC(=O)N3CCOCC3)cc12	-7%
25	O=C(c1cc2ccc3cccnc3c2[nH]1)N1CCN(c2cccc(Cl)c2)CC1	-5%
26	O=C(CSc1nccn1-c1ccc(Cl)cc1)Nc1nc2ccccc2s1	-6%
27	COC(=O)c1cccnc1-n1c(=O)c2cccnc2n(CC(=O)Nc2cccc(C)c2)c1=O	-1%
28	CCCn1c(=O)c2sccc2n2c(CCCC(=O)N3CCN(c4ccc(OC)cc4)CC3)nnc12	-5%
29	COc1cccc(Cn2nnc(C(=O)NCc3ccc(Cl)cc3Cl)c2N)c1	-1%
30	CCOc1ccc(CNC(=O)C2CCN(c3nnc(-n4cccc4CNc4ccc(C)cc4)s3)CC2)cc1OC	1%
31	Cc1nnc(NC(=O)CSc2nc3c([nH]c4ccccc43)c(=O)n2-c2ccccc2)s1	-1%
32	O=C(NCC(c1ccco1)S(=O)(=O)c1ccc(Cl)cc1)c1ccccc1F (centres undefined)	-4%
33	Cc1cccc(C(=O)Nc2cc(-c3nc4cccnc4s3)ccc2C)c1	-2%
34	CCCN(Cc1cc2cccc(C)c2[nH]c1=O)C(=O)c1cccc(Cl)c1	-7%
35	CCn1c(SCC(=O)Nc2ccc(C)cc2Br)nnc1-c1nonc1NC(C)=O	-9%
36	COc1cc(NC(=O)CSc2nc3ccccc3nc2Cc2ccccc2OC)cc(OC)c1	-5%
37	O=C1CN(C(=O)COc2ccc(Cl)cc2)C(c2ccccc2)c2cc(Br)ccc2N1 (centres undefined)	-1%
38	O=C(CN(c1cccc(C(F)(F)F)c1)S(=O)(=O)c1ccccc1)Nc1cccc(Cl)c1	0%
39	COc1ccc(CNC(=O)CSc2c3c(nc4ccc(Cl)cc24)CCCC3)cc1	-9%
40	COc1cccc(NC(=O)CSc2c(C)cnc3c2c(=O)n(C)c(=O)n3C)c1	-7%
41	CCC(CC)C(=O)Nc1ccc(C(=O)OCc2cc(=O)n3nc(C4CC4)sc3n2)cc1	-11%
42	Cc1ccccc1C(=O)NCc1ccc2c(c1)CCN2C(=O)c1ccccc1	-16%
43	CCCCc1ccc(NC(=O)Cn2cnc3c(oc4ccccc43)c2=O)cc1	4%
44	CC1CN(C(=O)N2CCC(C(=O)NCc3cccs3)CC2)c2cc(Cl)ccc2O1 (centres undefined)	-1%
45	COc1cccc(CNC(=O)C2CCCN(S(=O)(=O)c3ccc4c(ccn4C)c3)C2)c1 (centres undefined)	-2%
46	CCCn1c(=O)c2sccc2n2c(CCCC(=O)Nc3ccc(Oc4ccccc4)cc3)nnc12	-17%
47	O=c1oc2ccc(Cl)cc2cc1-c1cn2c(n1)sc1ccccc12	-11%
48	CCOc1cccc2sc(N3CCN(C(=O)C(C)(C)C)CC3)nc12	-4%

Part of the list above, field by field:
34: CCCN(Cc1cc2cccc(C)c2[nH]c1=O)C(=O)c1cccc(Cl)c1
  FLuc modulator: -7%

35: CCn1c(SCC(=O)Nc2ccc(C)cc2Br)nnc1-c1nonc1NC(C)=O
  FLuc modulator: -9%

36: COc1cc(NC(=O)CSc2nc3ccccc3nc2Cc2ccccc2OC)cc(OC)c1
  FLuc modulator: -5%

37: O=C1CN(C(=O)COc2ccc(Cl)cc2)C(c2ccccc2)c2cc(Br)ccc2N1 (centres undefined)
  FLuc modulator: -1%

The list goes on:
entry	structure	FLuc modulator
49	CCC1CCc2nc3sc(C(=O)Nc4cccc(F)c4)c(N)c3cc2C1 (centres undefined)	-2%
50	CCCCN(C)C(=O)c1ccc2c(=O)n3nc(Nc4cc(C)ccc4C)sc3nc2c1	-4%
51	CCOC(=O)Cc1ccc(NC(=O)N(Cc2ccc(OC)cc2)C2CCN(C(C)=O)CC2)cc1	-3%
52	COc1ccc2c(Sc3ccccc3)c(C(=O)NCc3cccc(OC)c3OC)[nH]c2c1	4%
53	COc1ccc(NS(=O)(=O)c2cc3[nH]c(=O)c(=O)[nH]c3cc2C)cc1OC	-1%
54	CCc1ccc(Nc2sc(C(=O)c3ccccc3)c(N)c2S(C)(=O)=O)cc1	6%
55	Cc1cc2oc(C(=O)Nc3c(C(=O)Nc4ccccc4)oc4ccccc34)cc(=O)c2cc1C	2%
56	O=C(C1CCCCC1)N(Cc1cccnc1)c1nc2ccc(F)cc2s1	-10%
57	Cc1cccc(NC(=O)Cn2c(=O)oc3cc(S(=O)(=O)N4CCCCCC4)ccc32)c1	?
58	Cc1ccc(Cn2ccc(NC(=O)c3cc(-c4ccc(Cl)c(Cl)c4)on3)n2)cc1	-6%
59	COc1ccc(NC(=O)NC(C)c2c(-n3cccc3)sc3c2CCN(C)C3)c(OC)c1 (centres undefined)	-8%
60	CCOC(=O)c1ccccc1NC(=O)N(Cc1ccc(CC)cc1)Cc1cn[nH]c1-c1ccc(OC)cc1	-12%
61	CCCCN(C)CCNC(=O)c1cc2c(=O)n(C)c3ccccc3c2n1C	-2%
62	O=C(COC(=O)c1cc(-c2ccccc2)nc2c(Cl)cccc12)c1ccc(F)cc1	-2%
63	COc1ccc(NC(=O)Cn2c(=O)n(-c3cccc(C)c3)c(=O)c3c2c2cc(C)ccc2n3C)cc1OC	1%
64	COc1ccc(N2CCN(S(=O)(=O)c3ccc4c(c3)CCCN4C(C)=O)CC2)cc1	4%
65	O=S(=O)(c1ccc(-c2cc(C(F)(F)F)on2)s1)N1CCN(c2ccccc2F)CC1	-5%
66	Cc1cc(C)cc(NC(=O)C2CCC(CNS(=O)(=O)c3ccc4c(c3)C(C)(C)C(=O)N4C)CC2)c1 (centres undefined)	-19%
67	COc1ccc(NC(=O)C2CCCN(S(=O)(=O)c3ccc4[nH]c(=O)ccc4c3)C2)cc1Cl (centres undefined)	-6%
68	CCOC(=O)c1ccn(-c2nc(-c3cccc(OC)c3)cc(C(F)(F)F)n2)n1	-6%
69	CCOc1ccc(-c2c(C)nn3c(C)c(C(=O)Nc4ccccc4C(=O)OC)cnc23)cc1OCC	1%
70	Cc1ccc(Nc2c(-c3cccc(Cl)c3)nc3cccc(C)n23)cc1	-11%
71	COc1ccc(C2CC(=O)N(Cc3ccccc3)c3c2c(C)nn3-c2nc(C)cc(C)n2)c(OC)c1 (centres undefined)	-3%
72	O=C(c1ccc(Br)s1)N(Cc1cccnc1)c1nc2ccc(F)cc2s1	-7%
73	Cc1cccc(C(=O)Nc2ccc3oc(-c4cccc5c(Br)cccc45)nc3c2)c1	1%
74	CCc1ccccc1-n1c(C)nc2cc(C(=O)NCCc3ccc(Cl)cc3)ccc21	-11%
75	Cc1ccc(NC(=O)CSc2nc3ccccc3n2CC(=O)N(C)C2CCCCC2)cc1C	?
76	Cc1ccc(C)c(S(=O)(=O)c2nnn3c2nc(Nc2ccc(C)c(C)c2)c2sccc23)c1	-3%
77	Cc1cc(C)c(NC(=O)C(C)n2nnc3sc(-c4ccccc4)cc3c2=O)c(C)c1 (centres undefined)	2%
78	CC(C)NC(=O)c1ccccc1NC(=O)c1nsc2ccccc12	?
79	Cc1ccc(C(=O)c2oc3ccccc3c2NC(=O)COc2ccc(Cl)c(C)c2)cc1	-2%
80	CCOC(=O)N1CCc2c(sc3c2c(=O)n(Cc2ccccc2)c(=O)n3CC(=O)Nc2ccc(C)cc2C)C1	0%
81	CC(C)Cn1c(=O)c2ccccc2n2c(CCC(=O)N3CCN(c4ccccc4F)CC3)nnc12	-2%
82	COc1cccc(-c2nnc3sc(CN4CCCCC4)cn23)c1	-2%
83	CC(C)Cc1nn2c(=O)cc(COC(=O)c3cccc(NC(=O)c4cccs4)c3)nc2s1	-1%
84	CCCCOC(=O)c1ccc(NC(=O)c2cc3c(=O)n4cccc(C)c4nc3n2C)cc1	5%
85	CCOc1ccccc1NC(=O)Cn1c(=O)n(-c2cccc(C)c2)c(=O)c2c1c1cc(OC)ccc1n2C	1%
86	COc1ccc(CN(C(=O)c2ccc(OCC(C)C)cc2)C2CCS(=O)(=O)C2)cc1 (centres undefined)	-3%
87	CC(C)Oc1ccc(CNC(=O)C2CCN(C(=O)N3CC(C)Oc4ccccc43)CC2)cc1 (centres undefined)	?
88	COc1ccc(C(=O)Oc2c(Sc3ccc(C)cc3)c(C)nn2C(C)(C)C)cc1OC	-4%
89	Cn1c(=O)n(C)c2cc(N3CCOCC3)c(NC(=O)c3ccc(Cl)cc3)cc21	-1%
90	COc1ccc(C(=O)NCCn2cc(SCC(=O)Nc3ccc(C)cc3)c3ccccc32)cc1	?
91	O=C(CSc1nc2c([nH]c3ccccc32)c(=O)n1-c1ccccc1F)Nc1ccccc1C(F)(F)F	4%
92	CCCCOc1ccccc1C(=O)Nc1nonc1-c1ccccc1	?
93	O=C(CN1C(=O)COc2ccc(S(=O)(=O)N3CCCC3)cc21)N1CCN(c2ccccc2)CC1	-6%
94	COc1cccc(N2CCN(C(=O)c3cccc(-n4c(C)nc5cccnc54)c3)CC2)c1	-2%
95	CCN(CC)C(=O)Cn1c(=O)cc(C)c2c(C)nn(-c3ccc(C)cc3)c21	-7%
96	COc1ccc(NC(=O)c2cc3c(=O)n(Cc4cccs4)ccc3nc2C)cc1	-1%
97	CCOC(=O)C1=C(CN2CCN(c3cccc(OC)c3)CC2)NC(=O)NC1c1ccc(OC)cc1 (centres undefined)	-1%
98	CC1CCN(C(=O)Cn2c(-c3cccs3)cc3cc(Cl)ccc32)CC1	3%
99	CCCCC(=O)Nc1nnc(SCc2cc(=O)n3cc(C)ccc3n2)s1	4%
100	Cc1ccc2[nH]c3c(=O)n(CC(=O)NC(C)C)ncc3c2c1	-5%
101	COc1ccc(CNC(=O)c2ccc3c(c2)nc2n3CCCCC2)c(OC)c1	?
102	COc1ccc(CNC(=O)C(=O)Nc2ccc(OC)cc2OC)cc1	-12%
103	CC(=O)Nc1ccc(C)cc1-c1nc2ccccc2n(CC(=O)c2ccc(C)c(C)c2)c1=O	-2%
104	CCNS(=O)(=O)c1ccc(NC(=O)CSc2nc(-c3ccco3)cc(C(F)(F)F)n2)cc1	3%
105	Cc1nc(N2CCCC2)c2c(C(=O)Nc3ccc(C)c(Cl)c3)c(C)oc2n1	-2%
106	CCC(=O)C1=C(c2cccc(OC)c2)N(C(=O)CC)n2c(nnc2C2CCCCC2)S1	-1%
107	CCOC(=O)c1ccc(NS(=O)(=O)c2cc(-c3onc(C)c3C)ccc2C)cc1	?
108	CCOc1ccc(CCNC(=O)Cn2ncc3c(=O)oc4ccc(C)cc4c32)cc1	0%
109	Cc1ccc(NC(=O)c2cc(-c3cccs3)nc3ccccc23)c(C)c1	2%
110	CCOC(=O)c1cccc(NC(=O)c2cc3c(=O)n(Cc4cccnc4)ccc3nc2C)c1	-2%

Screening results deposited in PubChem by National Center for Advancing Translational Sciences (NCATS).

A portion of the library (hit frequency here may not be typical).
